Screening results deposited in PubChem BioAssay by several laboratories.
PhoP inhibition: PhoP-dependent GFP reporter repression – Salmonella Typhimurium, primary screen (AID 1863) | S. Typhimurium PhoP-regulated promoter GFP reporter, 4 h; higher % means a stronger effect | one-dose inhibition, % at 50 µM; IC50 in µM for titrated hits | 300,000 compounds, 0.16% hits;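 active = inhibition over 29.93%, a cutoff 3 SD above the screen mean, later confirmed by dose response; inconclusive = inhibition over 29.93% but no dose response follow-up; inactive = inhibition at most 29.93% or unconfirmed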;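 note: 0% = low Mg2+ inducing control and 100% = high Mg2+ repressing control; strong numbers were not always called active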
TNAP activation fold: stimulation of alkaline phosphatase TNAP activity – biochemical, luminescent, no phosphate acceptor, uHTS, primary screen (AID 1001) | purified TNAP, luminescent activation assay, no phosphate acceptor; higher activation fold means a stronger effect | activation fold at 20 µM, or EC50 in µM where a hit was titrated | 200,000 compounds, 0.03% hits; in the data active = activation fold from about 3, or a potency from the dose series; inactive = the rest, 99 in 100 with activation fold below about 1.6; note: many of its hits are not listed in these tables
Insulin prom up: MIN6 insulin promoter up-regulation; MIN6 insulin promoter-GFP reporter, high-content imaging; active compounds read high; z-score at 5 µM; 190,000 compounds, 0.3% hits;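 active = z-score above 3 at 5 µM with at least 500 cells counted in the well; inconclusive = wells under 500 cells, flagged as cytotoxic or low count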
PMI inhibitors: inhibitors of human PMI, primary screen, biochemical, fluorescence intensity, coupled assay (AID 1209). purified PMI enzyme, coupled fluorescence intensity; higher % means a stronger effect. inhibition, % at 20 µM, or IC50 in µM where a hit was titrated. 190,000 compounds, 0.42% hits;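 note: plate controls were DMSO vehicle for no effect and wells lacking substrate for full effect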
Large T inhibition: TAg ATPase/helicase activity blockers – biochemical (AID 1903). inhibition, % at 20 µM, or IC50 in µM where a hit was titrated. SV40 large T antigen ATPase/helicase inhibition assay; higher % means a stronger effect. 310,000 compounds, 0.39% hits; in the data active = a potency from the dose series; inconclusive = inhibition mostly from about 32% at the one dose, without a potency; inactive = the rest, 99 in 100 with inhibition below about 32%; note: strong numbers were not always called active
West Nile antiviral: West Nile virus antiviral activity, cell-based, CPE readout (AID 1621) | West Nile virus-infected cells, CPE inhibition; higher % means a stronger effect | one-dose CPE inhibition, % at 10 µM; IC50 in µM for titrated hits | 290,000 compounds, 0.02% hits; in the data active = a potency from the dose series; inconclusive = CPE inhibition mostly from about 3.7% at the one dose, without a potency; inactive = the rest, 99 in 100 with CPE inhibition below about 2.2%; note: strong numbers were not always called active
RSV CPE inhibition: inhibition of RSV-induced cytopathic effect – HEp-2 cells, primary 10 µM value included (AID 2391); HEp-2 cells, RSV-induced CPE inhibition; higher % means a stronger effect; one-dose CPE inhibition, % at 10 µM; IC50 in µM for titrated hits; 310,000 compounds, 0.13% hits; in the data active = a potency from the dose series; inconclusive = CPE inhibition mostly from about 23% at the one dose, without a potency; inactive = the rest, 99 in 100 with CPE inhibition below about 21%; note: strong numbers were not always called active
PMI inhibition: MPI inhibition at elevated mannose 6-phosphate – biochemical, fluorescence intensity, high mannose 6-phosphate, primary screen (AID 1220); inhibition, % at 20 µM, or IC50 in µM where a hit was titrated; recombinant PMI enzyme, coupled fluorescence intensity; higher % means a stronger effect; 190,000 compounds, 0.66% hits
CSM14.1 death rescue: rescue of cells from ER stress-induced death, primary screen, 384-well, CSM14.1, thapsigargin, ATP luminescence (AID 1222); CSM14.1 thapsigargin-induced death rescue, ATP luminescence; higher % means a stronger effect; cellular ATP content (survival), % at 20 µM; hits with a dose series show EC50 in µM; 190,000 tested, under 10 active;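 active = EC50 below 50 µM in the dose-response confirmation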;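 note: death triggered by thapsigargin at about 15 µM added after 2 h compound pretreatment; cell ATP read after overnight thapsigargin exposure of roughly 18 to 22 hours; normalized against plate controls of thapsigargin alone and 5% DMSO vehicle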
Insulin prom up cell count: also measured in Insulin prom up; calls as there; cell count; measured here: cytotoxicity, nuclei count;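 total cells summed across four imaged fields per well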
An asterisk follows results filed as active; ? = inconclusive; . = no result given. Cut-off read from the data, not from the text of the source, unless noted: active = inhibition above about 50%; inactive = the rest.

SMILES	PhoP inhibition	TNAP activation fold	Insulin prom up	Insulin prom up cell count	PMI inhibitors	Large T inhibition	West Nile antiviral	RSV CPE inhibition	PMI inhibition	CSM14.1 death rescue
c1ccc2c3c(ccc2c1)OCC1CONC31 (centres undefined)	4%	1.1	-0.22	1311	-4%	0%	1.2%	1.8%	-6%	0.1%
CC1=CC(C)C(COC(N)=O)(COC(N)=O)C(C)C1 (centres undefined)	6%	1.1	0.63	953	5%	1%	0.1%	0.3%	1%	-1.7%
Cc1nn(-c2ccccc2)c2c1CC1(C(=O)N(C)C(=O)N(C)C1=O)C1CCCCN21 (centres undefined)	-9%	1.1	.	.	6%	-16%	0.1%	3.0%	1%	-2.5%
c1ccc2c(c1)CC1CNCc3cccc(c31)S2 (centres undefined)	26%	1.1	.	.	12%	9%	-1.4%	8.6%	6%	11%
Cc1cc(/C=C2/C(=O)NC(=O)N(Cc3ccco3)C2=O)c(C)n1-c1ccc(C(=O)O)cc1	-5%	0.9	.	.	-14%	36%	-0.2%	0.7%	-12%	-1.0%
O=C(c1ccccc1[N+](=O)[O-])N1CCC2(CC1)OCCO2	-7%	.	.	.	.	8%	0.1%	0.5%	.	.
CCCCn1c(=O)c(C(=O)Nc2cnccn2)c(O)c2ccccc21	-1%	1	0.23	1130	6%	4%	-0.3%	-3.3%	1%	2.1%
CN(C)Cc1ccccc1OC(=O)N(C)C	-2%	1	.	.	6%	10%	0.2%	2.5%	6%	0.7%
CC(C)CC12CN3CCN(CC(C3)C1O)C2 (centres undefined)	-11%	1.1	-0.55	1076	1%	10%	0.5%	1.5%	-1%	-1.4%
CN1CCN(Cc2cc(=O)n3ccsc3n2)CC1	-8%	.	.	.	.	1%	0.6%	0.7%	.	.
CN(C)C(=O)Oc1ccc(-c2nnco2)cc1	-2%	1.2	1.3	979	0%	10%	0.1%	-0.3%	2%	0.2%
CC(C)N(CC(O)c1cccc([N+](=O)[O-])c1)C(C)C (centres undefined)	-3%	0.9	0.41	1353	-19%	11%	-0.7%	-2.7%	-20%	-1.2%
O=C1NC(=O)C(Cc2cccs2)C(=O)N1	-5%	1.1	-1.2	1244	-4%	1%	-0.7%	2.4%	-15%	-1.1%
CCS(=O)(=O)N1CCCC(C(=O)N2CCC3(CC2)OCCO3)C1 (centres undefined)	8%	1.1	1.5	1568	-5%	-3%	1.3%	-0.3%	-8%	-0.5%
CCN(CC)C(=O)c1ccc(NC(=O)c2cccc(S(=O)(=O)N3CCN(C)CC3)c2)cc1	0%	.	.	.	.	9%	0.1%	-0.1%	.	.
O=c1[nH]c(=O)n(Cc2ccc(F)cc2)c(O)c1C=Nc1ccc(Cl)cc1	2%	1	-0.56	1613	-3%	2%	0.0%	-2.1%	30%	0.1%
C=CCN(CC=C)Cc1c[nH]c2ccccc12	39%	1.1	-1.1	902	-6%	9%	-0.6%	-1.0%	-2%	-0.8%
CCCc1nc2ccccc2c(=O)n1-c1ccccc1OC	-4%	1.1	0.07	1334	3%	13%	-0.4%	-0.9%	6%	3.4%
O=C(c1ccccc1F)c1cn(CC(=O)N2CCOCC2)c2ccccc12	9%	1	-0.43	1569	-14%	0%	0.0%	1.4%	-11%	5.6%
CCOC(=O)C(O)(c1ccc(NC(=O)Oc2ccccc2)cc1)C(F)(F)F (centres undefined)	11%	1.1	0.2	1456	-6%	8%	-0.7%	2.4%	-5%	7.8%

One compound at a time (already shown).
Entry for CCN(CC)C(=O)c1ccc(NC(=O)c2cccc(S(=O)(=O)N3CCN(C)CC3)c2)cc1 : PhoP inhibition = 0%; TNAP activation fold = .; Insulin prom up = .; Insulin prom up cell count = .; PMI inhibitors = .; Large T inhibition = 9%; West Nile antiviral = 0.1%; RSV CPE inhibition = -0.1%; PMI inhibition = .; CSM14.1 death rescue = .
Entry for O=C(c1ccccc1[N+](=O)[O-])N1CCC2(CC1)OCCO2 : PhoP inhibition = -7%; TNAP activation fold = .; Insulin prom up = .; Insulin prom up cell count = .; PMI inhibitors = .; Large T inhibition = 8%; West Nile antiviral = 0.1%; RSV CPE inhibition = 0.5%; PMI inhibition = .; CSM14.1 death rescue = .

The listing continues:
SMILES	PhoP inhibition	TNAP activation fold	Insulin prom up	Insulin prom up cell count	PMI inhibitors	Large T inhibition	West Nile antiviral	RSV CPE inhibition	PMI inhibition	CSM14.1 death rescue
O=c1c(C=NCCN2CCNCC2)c(O)n(C2CCCCC2)c(=O)n1C1CCCCC1	-2%	1	-0.19	1175	14%	12%	0.0%	-3.4%	7%	-3.3%
COC(=O)NC(=C(Cl)Cl)P(=O)(c1ccccc1)c1ccccc1	0%	.	0.9	953	.	15%	0.1%	0.6%	.	.
CN1C(=O)/C(=C\c2ccc(Br)s2)C(=O)NC1=S	0%	.	.	.	.	13%	-0.8%	1.6%	.	.
COc1ccc(CN2CCNCC2)cc1	-3%	.	.	.	.	14%	0.3%	1.0%	.	.
Cc1cccc(N2CCN(Cc3ccc4c(c3)OCO4)CC2)c1C	5%	.	.	.	.	7%	0.2%	-0.6%	.	.
COC(=O)C1=C(c2cc3ccccc3s2)C[C@@H]2CC[C@H]1N2C(=O)N1CCCCC1	3%	.	.	.	.	4%	-0.1%	4.1%	.	.
Cc1ccccc1NP(=O)(Oc1ccccc1F)Oc1ccccc1F	1%	1.1	-0.22	1543	16%	16%	0.6%	5.1%	9%	-4.8%
Cc1ccnc(-n2c(-c3ccco3)nc3ccccc3c2=O)c1	-10%	1	0.55	1639	9%	6%	0.2%	-0.8%	17%	-2.5%
CCCCCSc1cc(OC)c(CCN)cc1OC	-4%	1.1	0.04	1134	-8%	-4%	0.2%	3.8%	-4%	0.0%
Cc1cccc(-n2c(O)c(C=NCc3cccnc3)c(=O)[nH]c2=O)c1C	31%	1.1	0.76	1198	8%	25%	0.8%	-0.2%	14%	0.9%
CCC(=NCCc1c[nH]c2ccccc12)c1c(O)n(C)c(=O)n(C)c1=O	7%	1	-6	666	-3%	3%	0.3%	-1.2%	-5%	2.3%
CCC(Oc1cc(Cl)ccc1Cl)C(=O)N1CCC2(CC1)OCCO2 (centres undefined)	-5%	.	.	.	.	11%	-0.5%	3.2%	.	.
Cc1ccc[n+](CC(O)Cn2c3ccccc3c3ccccc32)c1 (centres undefined)	6%	1.1	0.57	1290	19%	9%	-0.1%	-1.1%	7%	-2.0%
C=CCN1C(=O)CSc2ccc(C(=O)N3CCC4(CC3)OCCO4)cc21	-8%	1.2	-0.31	1422	-1%	1%	-0.1%	.	-6%	-2.2%
O=C1c2ccccc2C(=O)N1Cc1nc2ccccc2c(=O)n1-c1ccc(Br)cn1	-1%	1.1	0.9	998	-3%	3%	0.3%	1.1%	-2%	-0.9%
COc1ccc(Cn2c(N)c(C(=O)NCc3ccco3)c3nc4ccccc4nc32)cc1	-2%	1	-0.59	1379	7%	3%	.	-0.9%	35%	1.0%
O=C(Cn1nc(Cc2cccnc2)c2ccccc2c1=O)N1CCC2(CC1)OCCO2	-6%	1.1	-0.21	1411	4%	2%	-0.7%	0.8%	-1%	-1.4%
O=c1[nH]c(O)c(C=Nc2ccccc2Oc2ccccc2)c(=O)[nH]1	2%	.	0.28	1395	.	10%	0.5%	.	.	.
CCN1C(=O)C(=Cc2c(C)n(CC(=O)NCC3CCCO3)c3ccccc23)C(=O)N(CC)C1=S (centres undefined)	-1%	.	.	.	.	10%	-0.7%	3.3%	.	.
CN1C(=O)C(=Cc2c(OCc3cnc(Cl)s3)ccc3ccccc23)C(=O)N(C)C1=O	4%	0.8	0.63	1456	2%	17%	-0.3%	36%	5%	0.4%
Oc1cccc2nc3ccccc3nc12	-2%	.	-0.72	1430	.	23%	-0.4%	-0.4%	.	.
CCCNC(=O)c1c(N)n(CC2CCCO2)c2nc3ccccc3nc12 (centres undefined)	6%	1.2	-1.1	910	25%	-7%	1.0%	2.0%	56%*	-1.4%
N#CC1=C(N)Oc2c(c(=O)sc3ccccc23)C1c1ccncc1 (centres undefined)	-2%	1.1	-0.77	1275	-3%	10%	-0.8%	0.1%	-1%	-0.3%
CCOc1ccc(CN(CCCl)CCCl)cc1C(=O)OC	1%	1.1	-0.46	1679	31%	-6%	-0.2%	0.5%	18%	1.1%
CCOC(=O)COc1ccc(/C=C2\C(=O)NC(=S)N(c3ccc(OC)cc3)C2=O)cc1OC	6%	.	.	.	.	21%	-0.2%	2.1%	.	.
O=C1NC(=S)NC(=O)C1=Cc1cccc2cc3ccccc3cc12	-20%	.	?	.	.	32%	1.0%	.	.	.
O=Cc1cn(Cc2ccc([N+](=O)[O-])cc2)c2ccccc12	11%	1	1.1	1396	3%	4%	0.3%	6.2%	5%	-4.3%
OC(CNCCc1c[nH]c2ccccc12)c1ccccc1 (centres undefined)	8%	.	.	.	.	9%	-0.8%	0.3%	.	.
CN1CCN(c2cc([N+](=O)[O-])ccc2Cl)CC1	1%	1	-1.2	1275	5%	13%	-0.4%	0.8%	0%	-1.4%
C=CCN1C(=O)/C(=C/c2ccc(Br)s2)C(=O)NC1=S	2%	.	.	.	.	8%	-0.1%	-0.2%	.	.
COc1cc(CN2CCN(C(=O)COc3ccccc3)CC2)cc(OC)c1OC	0%	1.1	0.27	1534	12%	10%	0.0%	-0.2%	8%	-1.3%
CC(=O)N1CN(C(C)=O)CN(C(C)=O)C1	-6%	1.1	0.49	1329	1%	15%	-0.1%	0.1%	6%	0.7%
CCCC1=C(C(=O)OCC)C2(C(=O)Nc3ccccc32)C(C#N)=C(N)O1 (centres undefined)	-10%	1	-0.61	742	6%	0%	0.2%	2.2%	-1%	-1.7%
CN1C(=O)C(=CN2CCN(C(=O)c3ccco3)CC2)C(=O)N(C)C1=S	-11%	1	-0.17	1289	-4%	11%	-0.4%	4.5%	1%	-0.8%
O=c1[nH]c(=O)n(-c2ccc(Br)cc2)c(O)c1C=NC(CO)(CO)CO	0%	.	0.29	1031	.	-1%	0.2%	1.2%	.	.
O=C(c1cc(S(=O)(=O)N2CCC3(CC2)OCCO3)ccc1F)N1CCC2(CC1)OCCO2	0%	1.2	-0.77	1099	-4%	12%	0.3%	1.2%	-2%	-0.6%
CC(=O)Nc1ccccc1C(=O)OCc1cccc(F)c1	3%	1.1	0.77	1551	-4%	-15%	0.1%	-1.8%	2%	-0.4%
O=C(c1ccccc1F)c1cn(Cc2ccc(F)cc2)c2ccccc12	3%	1.1	.	.	26%	6%	-0.5%	2.0%	9%	14%
CCOC(=O)C1=C(C)OC(N)=C(C(=O)OCC)[C@@]12C(=O)N(CC(N)=O)c1ccccc12	13%	1.1	.	.	1%	0%	0.2%	0.0%	-4%	10%
COc1ccc(-c2nn(CCC#N)cc2C(=O)Nc2cccc([N+](=O)[O-])c2)cc1OC	-4%	.	.	.	.	15%	0.1%	1.5%	.	.
CCC(CC)NC1CCCCC1OC (centres undefined)	-13%	1.1	-0.14	1321	14%	9%	0.1%	2.3%	2%	-0.2%
COc1ccc(Cn2c(O)c(C=Nc3c(C)n(C)n(-c4ccccc4)c3=O)c(=O)[nH]c2=O)cc1	4%	1.1	0.58	1204	-8%	18%	-0.5%	-0.3%	-7%	-2.0%

This is a subset. The share of hits here may be higher or lower than overall.
